PglD DTNB: blocks C. jejuni PglD acetyltransferase activity; purified PglD enzyme, DTNB colorimetric CoA detection; 360,000 compounds, 0.098% hits; AID 602405; inhibition, % at 12.5 µM; in the data active = inhibition above about 16%, passing the limit was not always enough; inconclusive = no clear call, values can overlap the other calls; note: strong numbers were not always called active
EWS-Fli block: blocks EWS/Fli oncoprotein-driven transcription. A673 NR0B1-luciferase reporter, viability-normalised. inhibition, % at 12.6 µM. 350,000 compounds, 0.67% hits;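 active = mean inhibition of at least 50% after viability correction, with every replicate also passing that limit; inconclusive = mean reaches 50% but only one of two replicates passes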;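 note: firefly luciferase signal divided by Alamar Blue viability fluorescence both relative to DMSO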
FN deposition inh: fibronectin deposition inhibition | AH1F fibroblasts, Alexa488-fibronectin deposition fluorescence, overnight | inhibition, % at 12.6 µM | 350,000 compounds, 0.086% hits;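 active = mean inhibition across replicates of 30% or more, regardless of how many single replicates reach that level; inconclusive = mean under 30% yet at least half of replicates reach 30%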;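 note: positive control wells lacked labelled fibronectin entirely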
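material = AH1F fibroblast monolayer depositing Alexa488-labelled fibronectin into matrix | amount = 10000 AH1F cells/well | buffer or medium = DMEM plus 2% serum, read in PBS | incubation = 1 h cell adhesion before compound, then overnight fibronectin incubation | detection = fluorescence at 485 nm excitation, 525 nm emission | evaluation = percent inhibition as loss of matrix-bound fibronectin fluorescence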
ERAP1 HTS inh: blocks human ERAP1 aminopeptidase activity; 340,000 compounds, 0.15% hits; recombinant ERAP1, Leu-AMC fluorescence, 60 min; AID 652197; inhibition, % at 10.7 µM; Q9NZ08;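 active = mean replicate inhibition of at least 30%, or all replicates individually reaching that 30% level; inactive = mean below 30% and not every replicate reaching it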;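 note: 0% = neutral control wells and 100% = L-leucinethiol positive control wells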
Target sequence (Q9NZ08 whole entry, looked up): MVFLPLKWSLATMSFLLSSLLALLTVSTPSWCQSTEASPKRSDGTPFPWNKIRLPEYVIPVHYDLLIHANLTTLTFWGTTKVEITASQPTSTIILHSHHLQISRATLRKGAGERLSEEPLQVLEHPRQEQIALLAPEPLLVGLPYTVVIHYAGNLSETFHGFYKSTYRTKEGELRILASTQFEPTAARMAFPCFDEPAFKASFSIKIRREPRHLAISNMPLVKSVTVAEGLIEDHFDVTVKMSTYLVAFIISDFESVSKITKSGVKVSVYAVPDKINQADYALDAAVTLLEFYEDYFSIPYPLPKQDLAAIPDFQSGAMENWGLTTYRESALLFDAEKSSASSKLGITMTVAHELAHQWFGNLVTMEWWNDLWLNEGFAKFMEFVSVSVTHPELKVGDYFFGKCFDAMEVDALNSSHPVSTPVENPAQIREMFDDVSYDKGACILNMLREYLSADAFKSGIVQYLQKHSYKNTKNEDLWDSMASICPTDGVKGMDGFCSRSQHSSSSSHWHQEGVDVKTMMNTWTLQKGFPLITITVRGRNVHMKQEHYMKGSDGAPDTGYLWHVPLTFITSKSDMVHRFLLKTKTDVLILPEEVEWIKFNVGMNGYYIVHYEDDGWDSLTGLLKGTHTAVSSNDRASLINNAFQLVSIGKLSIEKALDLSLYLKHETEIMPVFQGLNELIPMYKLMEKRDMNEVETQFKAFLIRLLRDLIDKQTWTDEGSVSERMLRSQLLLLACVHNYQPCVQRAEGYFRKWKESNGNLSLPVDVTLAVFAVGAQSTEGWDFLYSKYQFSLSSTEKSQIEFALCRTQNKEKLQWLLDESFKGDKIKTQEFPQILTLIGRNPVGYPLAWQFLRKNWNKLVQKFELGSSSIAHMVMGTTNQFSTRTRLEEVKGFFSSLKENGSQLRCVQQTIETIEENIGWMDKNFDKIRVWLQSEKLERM
S100A4 MyoIIA: blocks human S100A4 binding to myosin IIA peptide | S100A4/TAMRA-MyoIIA peptide fluorescence polarization | inhibition, % at 10.7 µM | 360,000 compounds, 0.14% hits | AID 652163;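 active = mean inhibition of at least 70% across replicates, with every replicate also reaching that level; inconclusive = mean inhibition reaches 70% but some replicates fall short; inactive = mean inhibition below 70%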
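Material: S100A4 monomer protein / Buffer or medium: 50 mM HEPES pH 7.2, 10 mM CaCl2, 100 mM KCl / Times: 5 min incubation before reading / Benchmarks: neutral control DMSO, positive control TFP / Reagent: labelled myosin peptide probe, 5 nM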
LGR2 antag: Drosophila LGR2 receptor signaling inhibition; HEK293 LGR2, CRE-luciferase, bursicon-stimulated, 4 h; inhibition, % at 9.99 µM; 380,000 compounds, 0.35% hits; AID 720647;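 active = drop in luminescence signal, shown as inhibition above about 50% in the replicate tests, limit read from the data, passing the limit was not always enough; inconclusive = probably only some replicates passing the limit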;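 note: agonist challenge used bursicon conditioned medium at about half maximal strength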
PGC1a acetyl inh: modulators of PGC1a acetylation; U2OS PGC1a acetylation, AlphaScreen anti-acetyl-lysine; with virally co-expressed GCN5 acetyltransferase; inhibition, % at 15.6 µM; 350,000 compounds, 0.17% hits; AID 651687;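 active = every replicate shows inhibition of at least 40%; inconclusive = mean inhibition at least 40% but some replicate below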;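 note: 0% = neutral control wells and 100% = positive control wells; some results beyond the cut were filed as inactive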
PAX8 inh HTS: lowers PAX8-driven luciferase in RMG-I cells. RMG-I TPO-luciferase reporter, SteadyGlo, 24 h. inhibition, % at 12.6 µM. 360,000 compounds, 1.2% hits;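 active = mean replicate inhibition at least 60% with every replicate also reaching 60%; inconclusive = only one of the two criteria is met; inactive = mean below 60% and not all replicates reaching 60%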;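 note: luciferase light reporting Pax8 driven TPO promoter activity; plate controls were median of neutral control wells for no effect and mitoxantrone controls for full effect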
The depositor's hits bear a star; u = inconclusive; x = not tested or not shown; & = joins results of further samples.

compound	PglD DTNB	EWS-Fli block	FN deposition inh	ERAP1 HTS inh	S100A4 MyoIIA	LGR2 antag	PGC1a acetyl inh	PAX8 inh HTS
O=C(NCCN1CCC2(CC1)C(=O)NCN2c1ccccc1)c1cc(C(F)(F)F)ccc1C(F)(F)F	x	-2	5	-2	2	-3	x	-33
CCn1cc(C=C2C(=O)NC(=O)NC2=O)c2ccccc21	4	8	-12	-2	13	-2	-1	-2
N#Cc1ccc(NC(=O)CN2CCCCCC2)cc1Cl	1	-9	-4	0	0	6	16	-11
C[C@@H]1CN([C@H](C)CO)C(=O)CCCn2nncc2CO[C@H]1CN(C)C(=O)Oc1ccc2ccccc2c1	-2	-1&4&5	3&-13	-2&2	10&-6	-3&8	8&3&2	0&3&12
COC(=O)c1c(C)n(Cc2ccc3c(c2)OCO3)c2ccc(O)cc12	-2	x	0	x	x	-15	-7	x
O=C(N/N=C1/CN2CCC1CC2)c1cccc(O)c1	4	x	14	x	x	x	-5	-32
COc1ccc(C#Cc2ccc([C@@H]3[C@H]4CN(C(=O)Cc5cccnc5)CCCCN4[C@H]3CO)cc2)cc1	0	-7	x	2	-22	24	-5	29
Cc1cc(Oc2ccc(C(F)(F)F)cc2[N+](=O)[O-])c2c3c(c(=O)oc2c1)CCC3	13	x	2	x	x	5	x	7
CCC(=O)N1CC(=O)Nc2ccc(F)cc2C1c1ccccc1 (stereo not given)	-1	0	0	0	-2	-22	-4	2
Cc1cccc(CNCCc2c[nH]c3ccccc23)c1	7	21	-13	-1	-22	23	2	3
COC(=O)C1=C(c2cccc(OC)c2OC)C[C@@H]2CC[C@H]1N2C(=O)NCCNC(C)=O	-2	-4	-9	x	-2	-3	x	-9
COc1ccc(OC)c(NP(=O)(Oc2ccccc2)Oc2ccccc2)c1	5	5	-19	-2	-3	-3	-8	7
COC(=O)C[C@@H]1CC[C@H]2NC[C@@H](O)COC[C@@H]2O1	6	-3	7	x	x	7	-3	-13
CN(C)Cc1c[nH]c2ccccc12	-2	12	x	3	-2	-3	-6	x
Cn1cccc1/C=C1/C(=O)NC(=O)N(C(C)(C)C)C1=O	-5	6	0	2	8	-4	-3	0
CC1(C)OC1COc1c2occc2cc2ccc(=O)oc12 (stereo not given)	5	-16	3	1	1	1	-2	-1
CCOC(=O)C(O)(c1ccc(N=c2ccccn2C)cc1)C(F)(F)F (stereo not given)	x	-5	0	x	-1	-4	11	21
CN(C)c1ccc(/C=C2/C(=O)NC(=O)N(CCc3ccc(F)cc3)C2=O)cc1	x	-1	-5	-3	-71	1	x	-15
CCCN1[C@@H]2Cn3c(ccc(-c4cccc(C(=O)N(C)C)c4)c3=O)[C@H]1[C@@H](C(=O)OC)[C@@H]2CO	1	-6	x	6	4	5	x	-14
COC(=O)C1=C(c2ccccc2)C[C@@H]2CC[C@H]1N2C(=O)NCCNC(C)=O	0	-4	18	x	-4	-7	x	-1
COc1ccccc1Sc1ccccc1CC(C)N (stereo not given)	4	x	6	x	x	-2	-4	-11
CCCCn1c(O)c(C(C)=Nc2c(C)n(C)n(-c3ccccc3)c2=O)c(=O)[nH]c1=O	-2	x	3	6	0	x	4	6
CC(Cc1ccccc1)N(C)CC1C(=O)C2CCC1C2 (stereo not given)	12	4	6	-5	20	-16	14	-5
COc1cc2oc(=O)c(CC(=O)N3C[C@H]4C[C@@H](C3)c3cccc(=O)n3C4)c(C)c2cc1Cl	-4	4	x	0	9	-9	-1	x
O=C(NC(C(Cl)Cl)N1CCOCC1)c1ccccc1 (stereo not given)	x	6	4	1	1	7	x	-11
O=[N+]([O-])c1ccc(N2CCCCC2)c2ncccc12	-6	-7	-10	-1	-2	-25	-3	-16
CC(c1ccccc1F)n1cc(C(=O)Nc2ccc3nc[nH]c3c2)nn1 (stereo not given)	0	x	-1	x	x	x	-12	-15
CC1CN(c2ccccn2)C(C)CN1C(=O)C(O)(c1ccccc1)c1ccccc1 (stereo not given)	-8	4	-7	-2	-1	3	-4	13
CN(C)c1ccc(/C=C/C=C/c2sc3ccccc3[n+]2C)cc1	-3	48	-13	10	-81	27	5	84*
COC(=O)C1=C(c2cc3ccccc3s2)C[C@@H]2CC[C@H]1N2C(=O)NCCO	-1	10	1	-8	3	-12	x	20
N#Cc1ccc(-c2ccc([C@H]3[C@H]4CN(C(=O)Cc5ccccc5)CCCCN4[C@H]3CO)cc2)cc1	2	0	x	-1	9	-7	1	6
COc1cc(C(=O)N2C[C@H]3C[C@@H](C2)c2cccc(=O)n2C3)cc(OC)c1OC	-4	-2	x	-3	-2	-12	0	x
C[C@H]1[C@@H](c2ccccc2)O[C@@H](c2ccccc2Br)N1C	-3	-14	10	x	2	17	15	-3
O=C1C(Cc2cnc[nH]2)NC(=S)N1c1ccccc1 (stereo not given)	1	-9	-2	0	-2	20	5	9
O=c1[nH]c(=S)n(CCC2=CCCCC2)c(O)c1/C=N/Nc1ccccc1	x	7	-13	-4	-11	0	4	37
O=Cc1c(C(=O)O)n(Cc2ccc(F)cc2Cl)c2ccccc12	1	7	x	2	-11	8	4	-7
O=C1NC(=O)C(C2CCCCCC2)C(=O)N1	1	-1	-5	-1	3	-3	0	-23
O=C(c1ccc(F)c([N+](=O)[O-])c1)N1CC2CC(C1)c1cccc(=O)n1C2 (stereo not given)	-1	2	-1	-1	-2	0	-22	32
COC(=NC1CCCCC1)C(O)c1c[nH]c2ccccc12 (stereo not given)	2	x	-1	x	x	x	4	9
CC1CCC(NC(=O)CNC(=S)N2CC3CC(C2)c2cccc(=O)n2C3)CC1 (stereo not given)	2	x	-6	1	8	6	9	-18
O=C(O)c1ccc(-n2c(O)c(/C=C3\C=Nc4ccccc43)c(=O)[nH]c2=O)cc1	-6	18	4	10	34	-2	5	16
O=C(CCC(=O)N1CC2C[C@@H](C1)Cn1c2cccc1=O)NCCc1ccccc1	2	-3	x	1	35	-18	-10	x
Cc1ccc(OC(=O)N(C)C[C@@H]2OCc3cnnn3CCCC(=O)N([C@H](C)CO)C[C@@H]2C)cc1	0&0	-4&6&-2	-1&-8	1&-1&-4	1&2&11	24&-2	-7&7&-3	11&-3
CCc1c(C)nc(N)nc1N1N=C1SCC#N	4	x	4	x	x	18	0	x
C=CCC1(CN2CCCC2=O)C(=O)NC(=O)NC1=O	-3	x	x	1	1	-6	x	x
COCCNC(=O)CN1C(=O)CN=C(c2ccccc2)c2ccccc21	-1	5	11	x	-4	-4	8	11
C=CCn1c(O)c(C(C)=NCCO)c(=O)[nH]c1=O	-4	x	-10	x	x	5	-21	x
C[n+]1c(-c2ccccc2)cc(-c2ccc(Cl)cc2)cc1-c1ccccc1	x	11	-6	6	3	23	-7	u
CCOP(=O)(Nc1ccc2c(c1)C(=NNC(N)=S)c1ccccc1-2)OCC	x	12	-6	0	-3	9	x	-2
CC/C(=N\NC(=O)c1ccccc1O)c1c(O)n(C2CCCCC2)c(=O)[nH]c1=O	-7	x	-6	4	-1	-1	5	-3
Cc1ccc(N)cc1Cl	0	1	-6	0	-3	-7	2	-6
C=C1[C@H]2C[C@H]3[C@H]4N5C[C@]6(C)CCC[C@]47[C@H]([C@H]2O)[C@]3(C[C@]5(O)[C@H]67)[C@@H]1O	0	-4	x	x	13	13	6	x
CN1CCN(c2ccc(Cl)cc2N)CC1	x	-13	5	5	4	-14	-1	-10
CN(C(=O)c1ccc(Cl)nc1)C1(c2ccccc2Cl)CCCCC1=O (stereo not given)	x	-3	9	-3	5	0	2	-20
CN(C)CC#Cc1ccc([C@@H]2[C@H](CO)N3CCCCN(C(=O)Cc4ccccn4)C[C@@H]23)cc1	-3	-6	-4	0	3	-15	10	-1
CCOC(=O)[C@]12Cc3c(cc(OC)c(OC)c3OC)[C@H]1N(C)C(=O)c1cc(OC)ccc12	x	-3	x	x	43	27	x	-8
CCS(=O)(=O)NC(C)c1nnc2n1-c1ccc(Br)cc1C(c1ccccc1Cl)=NC2 (stereo not given)	1	-6	7	2	0	5	1	8
COc1cccc(NC2=NCCS2)c1	x	-11	2	-3	-9	5	x	-15
O=C1/C(=C\c2ccc3c(c2)OCO3)N2CCC1CC2	6	4	x	2	-1	x	6	x
COc1ccc(C(=O)C2CCCN(CC3CCCCC3)C2)cc1OC (stereo not given)	3&1	2	-2	2	-12	8	x	3

Remaining list, next part
compound	PglD DTNB	EWS-Fli block	FN deposition inh	ERAP1 HTS inh	S100A4 MyoIIA	LGR2 antag	PGC1a acetyl inh	PAX8 inh HTS
CN1CCC(C)(O)C2CCCCC21 (stereo not given)	-4	7	6	-3	1	0	-15	0
COC(=O)[C@H]1[C@H](CO)[C@H]2Cn3c(ccc(-c4cccc(C(=O)N(C)C)c4)c3=O)[C@@H]1N2CC1CC1	x	0	x	1	-6	8	x	-6
COCC(=O)N1Cc2ccccc2-n2nncc2C1	7	-25	3	-6	3	-11	5	-14
COC(=O)[C@H]1N[C@H]2c3ccc(C4=CCCC4)c(=O)n3C[C@H]2[C@@H]1CO	1	-1	x	1	-16	-3	x	x
CNS(=O)(=O)c1ccc(N=Cc2c(O)n(-c3cccc(C)c3)c(=O)[nH]c2=O)cc1	4	4	5	1	-3	-9	-3	6
CCCNC(=O)N1[C@H]2CC[C@@H]1C(C(=O)OC)=C(c1cc3ccccc3o1)C2	4	1	-4	x	x	-6	-11	10
COc1ccc(N=Cc2c(O)n(-c3ccc(C)cc3)c(=O)[nH]c2=O)cc1	x	-1	-9	-1	-2	-29	-6	20

High-throughput results: PubChem BioAssay, Broad Institute

A portion of the library; rates above refer to the full screens.
